Screens from PubChem.
PfG6PD inh – PfG6PD (Plasmodium falciparum) enzyme inhibition; PfGluPho enzyme, NADPH resazurin-diaphorase fluorescence; inhibition, % at 20 µM; 0.78% of 350,000 active;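 active = inhibition reaching at least a set limit at 20 µM in the primary screen, cut at about 59% in these data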;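 also: 0% = DMSO wells with substrate and 100% = DMSO wells lacking glucose-6-phosphate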
ATG4B inh – blocks human ATG4B protease cleavage of LC3 substrate | ATG4B cleavage of LC3-PLA2, NBD-HPC fluorescence, 1 h | AID 504462 | 0.51% of 340,000 active | inhibition, % at 8.33 µM; in the data active = inhibition above about 40%
NR3A LBD binder – modulates the human NR3A ligand-binding domain. NR3A LBD differential scanning fluorimetry, Tm shift; 0% = protein alone, 100% = glycine-bound protein. Tm shift relative to glycine control, % at 25 µM. 2.5% of 340,000 active;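 active = melting temperature shift of at least 10% of the positive control shift, at one fixed dose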
SENP6 inh – blocks the human protease SENP6 | inhibition, % at 10 µM | Q9GZR1 | 1.8% of 330,000 active | Recombinant SENP6 catalytic domain, aminoluciferin luminescence;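 active = inhibition above about 50% at the single tested dose, limit read from the data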;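 also: plate controls were DMSO wells with enzyme for no effect and DMSO wells lacking enzyme for full effect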
Target sequence (Q9GZR1 628-1112 limits assumed): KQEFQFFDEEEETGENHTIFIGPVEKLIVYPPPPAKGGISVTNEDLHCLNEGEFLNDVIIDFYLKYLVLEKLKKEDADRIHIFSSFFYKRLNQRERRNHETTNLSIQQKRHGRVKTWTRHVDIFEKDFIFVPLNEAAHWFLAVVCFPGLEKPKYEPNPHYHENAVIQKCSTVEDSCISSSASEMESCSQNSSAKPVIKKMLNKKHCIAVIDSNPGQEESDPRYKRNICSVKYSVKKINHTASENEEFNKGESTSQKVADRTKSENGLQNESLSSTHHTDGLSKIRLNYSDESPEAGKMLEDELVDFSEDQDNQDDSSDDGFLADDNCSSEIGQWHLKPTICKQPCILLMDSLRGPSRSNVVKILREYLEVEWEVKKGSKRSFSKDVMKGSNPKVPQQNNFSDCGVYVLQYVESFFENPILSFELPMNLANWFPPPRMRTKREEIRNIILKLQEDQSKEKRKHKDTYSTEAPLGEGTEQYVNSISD
SENP1 inh – SENP1 (human) catalytic domain inhibition | Q9P0U3 | recombinant SENP1 catalytic domain, CyPet-SUMO1-YPet FRET cleavage | inhibition, % at 10 µM | 0.21% of 360,000 active;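 active = inhibition at least 30% at 10 µM, raw YFP signal under a set limit, fluorescence ratio 0.5 to 1.5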;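 also: 0% = enzyme with DMSO and 100% = no enzyme wells; some results filed as inactive read as strong as hits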
Target sequence (Q9P0U3 419-644 limits assumed): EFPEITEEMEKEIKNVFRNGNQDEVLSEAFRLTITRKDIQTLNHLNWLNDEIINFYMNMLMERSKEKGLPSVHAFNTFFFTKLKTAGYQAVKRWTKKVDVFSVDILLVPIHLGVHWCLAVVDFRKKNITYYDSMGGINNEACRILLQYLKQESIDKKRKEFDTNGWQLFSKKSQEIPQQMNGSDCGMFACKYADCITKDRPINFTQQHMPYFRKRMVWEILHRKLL
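system = hSENP1 catalytic domain, recombinant | reagent = SFCypet-SUMO1-SFYpet substrate at 25 nM | doses = one dose per compound, 10 µM, 0.5% DMSO | incubation = enzyme reaction for 50 min at room temperature, dark | measured by = FRET, CFP and YFP emission | controls = no-enzyme low, enzyme-DMSO high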
MPTP inh – blocks calcium-induced mitochondrial swelling | inhibition, % at 10 µM | isolated mouse mitochondria, Ca2+ swelling absorbance, 30 min | 1.4% of 360,000 active;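 active = inhibition of 50% or more, scaled per plate between neutral and stimulator controls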;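 also: 0% = DMSO wells given calcium and 100% = 1 mM EGTA wells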
hIAP activ – increases human intestinal alkaline phosphatase activity; 0.16% of 330,000 active; P09923; purified human IAP, CDP-Star luminescence, 30 min; hits give high values; 1 = vehicle-only enzyme, 0 = enzyme-free background; activation factor at 10 µM;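 active = activation factor of the enzyme at least 2-fold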; also: the source names both 10 and 20 µM as test concentration; values of inactives mirror those of a sister screen read the other way
SENP8 inh – inhibitors of human SENP8 protease; inhibition, % at 20 µM; Q96LD8; recombinant SENP8, Nedd8 substrate fluorescence; 0.64% of 360,000 active; in the data active = inhibition mostly above about 40%, no sharp cut-off; inactive = mostly below about 27%
Target sequence (Q96LD8 whole entry, looked up): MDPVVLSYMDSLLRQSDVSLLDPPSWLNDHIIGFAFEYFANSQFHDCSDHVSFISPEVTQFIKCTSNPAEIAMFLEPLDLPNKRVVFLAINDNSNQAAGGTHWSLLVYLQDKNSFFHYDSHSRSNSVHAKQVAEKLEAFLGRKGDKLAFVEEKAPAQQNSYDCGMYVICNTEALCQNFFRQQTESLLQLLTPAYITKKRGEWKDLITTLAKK
An asterisk follows results filed as active; i = inactive; nt = not tested or not shown.

Sample of the layout:
SMILES	PfG6PD inh	ATG4B inh	NR3A LBD binder	SENP6 inh	SENP1 inh	MPTP inh	hIAP activ	SENP8 inh
COc1ccc(C(=O)NNC(=O)c2ccc3ccccc3n2)cc1	-2	-4	-3	16	0	-0.8	1.5	i
O=C(c1ccc(Br)o1)N1CCN(c2ccccn2)CC1	-8	-5	-2	-5	0	0.1	1.1	-13
O=c1c2ccccc2nc(/C=C/c2ccccc2)n1CCc1ccccc1	-12	4	-1	-16	2	-0.5	0.92	13

The list itself, from the start:
SMILES	PfG6PD inh	ATG4B inh	NR3A LBD binder	SENP6 inh	SENP1 inh	MPTP inh	hIAP activ	SENP8 inh
COc1ccc(C(=O)NNC(=O)c2ccc3ccccc3n2)cc1	-2	-4	-3	16	0	-0.8	1.5	i
O=C(c1ccc(Br)o1)N1CCN(c2ccccn2)CC1	-8	-5	-2	-5	0	0.1	1.1	-13
O=c1c2ccccc2nc(/C=C/c2ccccc2)n1CCc1ccccc1	-12	4	-1	-16	2	-0.5	0.92	13
CC1CC(C)CN(CCCNC(=O)c2nn(C)c3c2CS(=O)(=O)c2ccccc2-3)C1 (stereo not given)	-6	-9	1	-16	1	-1.1	1.1	15
Cc1ccc(CSc2nnc(SCC(=O)N/N=C/c3ccc(C(=O)O)cc3)s2)cc1	-5	1	-1	92*	1	3.4	0.91	10
Cc1ccc(C2=NN(C(=O)CSc3nc(N)cc(N)n3)C(c3ccco3)C2)cc1 (stereo not given)	14	-6	-1	3	3	9.6	0.94	6
CCS(=O)(=O)n1nc(-c2ccco2)nc1SC	39	-9	0	-2	1	-0.7	0.99	10
COCCn1nnnc1C(c1cccc(C(F)(F)F)c1)N1CCOCC1 (stereo not given)	8	-2	5	-5	0	1.3	1.1	7
COc1cc(-c2nn3c(-c4cccc(C)c4)nnc3s2)cc(OC)c1OC	-8	5	-1	-4	-3	-1.8	0.95	-49
Cn1c(N)c(C(=O)COC(=O)C2CCN(S(=O)(=O)c3cccs3)CC2)c(=O)n(C)c1=O	-8	-1	0	17	-3	1.4	0.99	16
CCC(C)Sc1nc2c(cnn2-c2ccc(C)cc2)c(=O)[nH]1 (stereo not given)	-2	-2	-2	-22	3	0.7	0.94	16
Cc1c(-c2ccc(Br)cc2)nc2ccccn12	34	5	-2	96*	0	-2.3	0.95	-337
COc1ccccc1[C@H]1C(c2cccc(C)c2)=NN(c2ccccc2)[C@@H]1CO	15	2	-6	nt	-31	0.5	nt	-397
CS(=O)(=O)c1cnc2c(-c3ccsc3)cnn2c1N	-8	-2	1	0	1	0.0	1.1	18
CCN(CC(=O)Nc1c(F)cccc1F)C(=O)c1cc(S(=O)(=O)N(C)C)ccc1N1CCCC1	1	10	-1	3	1	0.9	0.92	-2
CC(=O)c1ccc(NC(=O)CN2CCC(C(=O)c3ccc4c(c3)OCCO4)CC2)cc1	6	-5	0	-19	-5	1.9	0.82	0
CCCSc1nc(O)c(C2OC(=O)c3c2ccc(OC)c3OC)c(=O)n1C (stereo not given)	-13	-5	0	3	1	0.3	0.97	12
CCc1nc2nc(C)c(NS(=O)(=O)c3ccc(CC(C)C)cc3)c(=O)n2[nH]1	-38	4	3	-11	2	0.5	1.1	12
O=C(O)COc1ccc2c(c1)O/C(=C\c1ccco1)C2=O	-4	8	3	-12	-92	-0.3	0.92	-154
COC(=O)c1cc(Br)cn1S(=O)(=O)c1ccccc1	-11	-2	1	6	3	-0.1	0.94	6
COc1ccc(S(=O)(=O)N[C@H](C(=O)O)C(C)C)cc1	-8	-14	0	-1	0	-3.1	0.9	14
COc1ccc(C#Cc2cnc3c(c2)C(=O)N([C@H](C)CO)C[C@H](C)[C@@H](CN(C)C(=O)Nc2cccc(OC)c2)O3)cc1	-3	nt	nt	nt	-17	-0.9	nt	-59
O=C(O)c1cc(S(=O)(=O)Nc2cccc(Oc3ccccc3)c2)ccc1Br	-28	4	0	-7	3	-2.6	1	11
COC(=O)C1=C(C)NC(=O)C1(NC(=O)c1cccnc1)C(F)(F)F (stereo not given)	3	-2	0	1	1	-0.3	1.2	19
COc1cccc(C(=O)/C=C/c2ccc(N3CCCCC3)c([N+](=O)[O-])c2)c1	18	16	2	-28	7	1.8	0.79	38
Cc1noc(C)c1CSc1nc2sc3c(c2c(=O)n1C)CCCC3	19	-4	2	8	1	-0.9	0.84	5
CCN(CC)S(=O)(=O)c1cccc(-c2nnc(SC(C)C(N)=O)n2CCc2ccccc2)c1 (stereo not given)	0	-6	-1	12	2	-1.4	1.2	10
Cc1cc2c(o1)CC(C)(C)CC2=O	6	-4	1	31	0	0.5	0.95	-1
C[C@@H]1CN([C@@H](C)CO)C(=O)c2cc(NC(=O)C3CCCCC3)ccc2O[C@@H](C)CCCCO[C@H]1CN(C)S(=O)(=O)c1ccc(Cl)cc1	25	nt	nt	nt	2	3.8	nt	13
Cc1nc2cc(N=NC3=C(O)CCCC3=O)ccc2s1	35	-9	0	12	9	0.5	1.1	18
N=c1c2c(-c3ccccc3)c(-c3ccccc3)n(Cc3ccco3)c2ncn1Cc1ccccc1	-9	-11	-2	-25	-1	2.5	0.85	5
CCOC(=O)Cc1csc(NC(=O)c2sc3nc4ccc(C)cc4cc3c2N)n1	8	0	3	-35	26	3.9	1.1	-33
Cc1ccc(N2CC(C)Cn3c2nc2c3c(=O)[nH]c(=O)n2C)cc1 (stereo not given)	-1	-3	1	-3	0	0.1	1.1	12
CC1CCCC(C)N1C(=O)COC(=O)/C=C/c1ccc(Br)o1 (stereo not given)	45	7	-1	-24	-6	0.1	1	-11
COc1ccc(NC(=O)CN(C)S(=O)(=O)c2ccc(Br)s2)cc1	5	-2	1	-2	3	0.4	1.1	12
C#CCOCCOCCOCCNc1nc(N2CCOCC2)nc(N2CCN(C(=O)CCCCCCCCCCNC(=O)[C@H](CO)n3cc(CCCSC)nn3)CC2)n1	-13	-15	2	-1	0	-2.6	0.98	8
O=C(Nc1cc(Cl)cc(Cl)c1)N1CCCC1	6	-1	-2	7	-1	98*	0.97	3
O=S(=O)(c1ccccc1)N1CCN(CCc2ccccc2)CC1	5	3	1	4	3	1.0	1.1	25
Cc1cccc(CC(C)NC(=O)CCc2nnc(-c3ccccc3)o2)n1 (stereo not given)	-14	3	0	-2	1	-1.3	0.9	5
CCOc1ccc(OCC)c(S(=O)(=O)NCCCN2CCOCC2)c1	-12	-5	0	-11	1	-5.4	1.1	16
O=c1[nH]c(CSc2ncc(-c3ccc(F)cc3)n2Cc2ccco2)nc2ccccc12	6	12	0	3	-9	5.9	1.3	2
CCCCC1=CC2=CC(=O)C(C)(OC(=O)CC)C(=O)C2=CN1c1ccc(OC)cc1 (stereo not given)	22	-21	-1	1	-64	-0.2	1	-86
CCOC(=O)COc1ccccc1/C=C\[N+](=O)[O-]	33	3	1	nt	1	33	nt	16
CCOC(=O)CSc1nnc(CNC(=O)c2cccc(C)c2)n1-c1ccccc1OC	-6	-8	-1	-4	1	-0.5	1	19
CCOc1ccc(OCCC(=O)Nc2ccc(F)cc2C)cc1	-15	0	-2	-2	-1	-0.1	1	10
CC/C(=N/Nc1ccccc1)c1cnnc(-c2ccccc2)n1	-8	2	3	13	-61	39	0.92	32
Nc1nc(N)nc(-c2ccc(Cl)cc2)n1	-5	-12	-1	-11	0	-1.3	1	17
CC(NC(=O)CCC1COc2ccccc2O1)c1ccccc1 (stereo not given)	-1	2	1	-1	2	-0.7	1.1	20
CCc1cc(-c2nnn(CCC3COCCO3)c2CC)ccc1-c1cn(CCc2c[nH]c3ccccc23)nn1 (stereo not given)	-7	nt	nt	nt	2	0.5	nt	9
CC(=O)C1C(c2ccc3ncccc3c2)NC(=O)NC1(O)C(F)(F)F (stereo not given)	0	0	1	-1	1	-0.5	0.93	8
Cc1cccc(N2CCN(C(=O)COc3ccc4c(C)cc(=O)oc4c3C)CC2)c1C	-6	14	-2	-13	1	0.8	0.89	-9
O=C(NCCc1ccccc1)c1cc2ccccc2oc1=O	-5	-4	-2	-12	0	-0.7	1	-166
O=C(Nc1ccccc1)Nc1ccc2ccccc2n1	-3	-9	2	3	3	1.9	0.99	6
COC(=O)CNc1nc(Cl)nc(Nc2ccc(C)cc2)n1	0	12	-2	-28	-2	-1.2	1.1	-1
Cc1cc(C)cc(OCC(=O)N(Cc2ccco2)c2c(N)n(Cc3ccccc3)c(=O)[nH]c2=O)c1	2	5	-2	-2	-12	-0.6	1	-10
Cc1ccc(S(=O)(=O)n2ccc3c(OCCOCCSCC(NC(=O)OC(C)(C)C)C(=O)O)cccc32)cc1 (stereo not given)	-20	1	-5	11	0	1.2	0.96	14

The list continues:
SMILES	PfG6PD inh	ATG4B inh	NR3A LBD binder	SENP6 inh	SENP1 inh	MPTP inh	hIAP activ	SENP8 inh
Cc1cc(C)n2c(SCC(=O)N(CC(C)C)c3c(N)n(CC(C)C)c(=O)[nH]c3=O)nnc2n1	42	-6	0	8	-9	0.8	1	-10
O=C1NC(=S)NC1(c1ccccc1)c1ccccc1	4	-13	1	nt	2	-2.1	nt	8
O=C(Oc1ccc(C(=S)N2CCCCC2)cc1)c1ccccc1F	5	30	39*	-8	2	-0.7	0.99	28
Cc1c(C(=O)N2CCC(N3CCSCC3)CC2)oc2c(F)cccc12	5	-5	4	7	1	-0.8	0.87	13
CCOC(=O)C1CCN(C(=O)Nc2ccc(C)c(Cl)c2)CC1	-4	-8	-2	-16	1	9.2	1.1	11
COc1cccc(/C=C(/C#N)c2nc3ccccc3[nH]2)c1OC(C)C(=O)O (stereo not given)	14	-8	1	-8	-15	-0.1	1.1	-191
COc1cc2c(cc1OC)C(c1cccs1)N(C(=O)c1cccc(S(=O)(=O)N(C)C)c1)CC2 (stereo not given)	6	0	-8	-3	1	-0.1	1	8
COC(=O)c1cc(-c2ccc(S(=O)(=O)N3CCCCC3)cc2)c(C(F)(F)F)s1	-5	2	0	1	2	5.9	1.4	38
COc1cc(C2C(C(=O)c3ccc(C)o3)=C(O)C(=O)N2CCN2CCOCC2)ccc1OCCC(C)C (stereo not given)	8	-8	3	8	-6	1.0	0.92	-12
O=C(O)CC1(CC(=O)NCc2ccc(F)cc2)CCCCC1	-12	8	1	18	1	-0.5	0.91	9
Cc1ccccc1NC(=O)Cc1nc(COC(=O)CNS(=O)(=O)c2cccc(Br)c2)cs1	-1	-6	-3	3	-15	1.1	1.3	-3
Cc1cc(N2CCN(C)CC2)nc2ccc(NC(=O)CCC(=O)NCCC3=CCCCC3)cc12	-3	5	-4	-4	-3	6.3	0.88	-287
COc1ccccc1CN(C)C(=O)CSc1nnc(C2CC2)n1C1CC1	-5	0	3	6	2	0.0	0.92	3
COC(=O)CSc1nc(NCc2ccccc2)nc(N(C)C)n1	24	-4	-2	0	3	-0.1	1	16
CCN(CC)C(=O)COc1ccc(/C(C)=N/Nc2ncc(Cl)cc2Cl)cc1	-11	-9	0	-21	1	1.9	0.92	-50
CN(NC(=O)Nc1ccc(Cl)cc1)c1ncc(C(F)(F)F)cc1Cl	14	-11	-1	-9	-1	88*	1	6
O=C(Nc1ccc(-n2nncc2-c2ccco2)cc1)c1ccc(F)cc1	12	1	-1	-3	2	1.4	0.87	14
Cc1ccccc1C1=C/C(=C(\SS/C(C(=O)c2ccc(OCC(=O)O)c(Cl)c2Cl)=C2\C=C(c3ccccc3C)SS2)C(=O)c2ccc(OCC(=O)O)c(Cl)c2Cl)SS1	-36	28	5	nt	6	-11	nt	41*
CSc1nnc(SCC2=NNC(=O)SC2)s1	-5	-10	-3	6	-2	-0.2	0.9	11
Cc1ccc(C2C(C#N)=C(N)Oc3cc(N)ccc32)cc1 (stereo not given)	-6	-4	-9	9	-26	1.1	0.95	-40
Nn1c(SCC(=O)Nc2ccccc2)nnc1C1CCCCC1	3	-9	-1	-21	-1	-0.9	1.3	6
